# Source: PubChem BioAssay
# PfGluPho inh = PfG6PD (Plasmodium falciparum) enzyme inhibition | PfGluPho enzyme, NADPH resazurin-diaphorase fluorescence | inhibition, % at 20 µM | 350,000 compounds, 0.78% hits | AID 504690;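 active = inhibition reaching at least a set limit at 20 µM in the primary screen, cut at about 59% in these data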;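 also: 0% = DMSO wells with substrate and 100% = DMSO wells lacking glucose-6-phosphate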
# HKDC1 inh = HKDC1 (human) hexokinase inhibition; AID 493160; recombinant HKDC1, G6PDH/diaphorase resazurin coupled fluorescence; 340,000 compounds, 0.16% hits; Q2TB90; inhibition, % at 20 µM;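 active = inhibition above about 35% when tested at 20 µM, limit read from the data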;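 also: plate controls were DMSO wells with enzyme for no effect and DMSO wells lacking enzyme for full effect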
#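 Test system: Recombinant HKDC1 (HK5) hexokinase enzyme, produced in-house | Input: HKDC1 at 5 µg/mL | Buffer or medium: Tris pH 8.0 buffer with MgCl2, Tween-20, BSA, BME | Schedule: 90 min reaction incubation at room temperature, dark | Technique: Resazurin-to-resorufin fluorescence via G6PDH and diaphorase coupling, 525/613 nm | Controls: DMSO wells with and without enzyme mix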
# SENP1 inh = inhibitors of human SENP1 SUMO protease catalytic domain; Q9P0U3; recombinant SENP1 catalytic domain, CyPet-SUMO1-YPet FRET cleavage; inhibition, % at 10 µM; 360,000 compounds, 0.21% hits;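 active = inhibition at least 30% at 10 µM, raw YFP signal under a set limit, fluorescence ratio 0.5 to 1.5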;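 also: 0% = enzyme with DMSO and 100% = no enzyme wells; some results filed as inactive read as strong as hits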
#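 System: Recombinant human SENP1 catalytic domain, His6-tagged | Incubation: Enzyme reaction for 50 min at room temperature, dark | Medium: Tris pH 8 with BME, BSA, NP40 and catalase | Also added: 25 nM SUMO1 FRET substrate | Compound: 10 µM single point, 0.5% DMSO | Measured by: FRET fluorescence in CFP and YFP emission channels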
# SENP8 block-1 = inhibitors of human SENP8 protease; Q96LD8; purified SENP8, Z-RLRGG-aminoluciferin cleavage, luminescence; inhibition, % at 10 µM; 330,000 compounds, 1.2% hits; AID 2540; in the data active = inhibition above about 50%
# Target sequence (Q96LD8 whole entry, looked up): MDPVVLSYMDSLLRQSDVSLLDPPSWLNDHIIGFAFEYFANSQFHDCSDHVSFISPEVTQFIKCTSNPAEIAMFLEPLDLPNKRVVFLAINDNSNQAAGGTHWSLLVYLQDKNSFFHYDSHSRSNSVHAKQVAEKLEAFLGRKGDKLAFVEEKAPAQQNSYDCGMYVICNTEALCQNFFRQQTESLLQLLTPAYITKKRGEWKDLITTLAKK
# SENP7 block = SENP7 protease inhibition. Q9BQF6. 330,000 compounds, 1.5% hits. AID 434973. inhibition, % at 5 µM. recombinant SENP7, Z-RLRGG-aminoluciferin luminescence, 40 min;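 active = inhibition above about 50% at the single test dose, limit read from the data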;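 also: plate controls were DMSO with enzyme for no effect and no enzyme buffer wells for full effect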
# Target sequence (Q9BQF6 706-1050 limits assumed): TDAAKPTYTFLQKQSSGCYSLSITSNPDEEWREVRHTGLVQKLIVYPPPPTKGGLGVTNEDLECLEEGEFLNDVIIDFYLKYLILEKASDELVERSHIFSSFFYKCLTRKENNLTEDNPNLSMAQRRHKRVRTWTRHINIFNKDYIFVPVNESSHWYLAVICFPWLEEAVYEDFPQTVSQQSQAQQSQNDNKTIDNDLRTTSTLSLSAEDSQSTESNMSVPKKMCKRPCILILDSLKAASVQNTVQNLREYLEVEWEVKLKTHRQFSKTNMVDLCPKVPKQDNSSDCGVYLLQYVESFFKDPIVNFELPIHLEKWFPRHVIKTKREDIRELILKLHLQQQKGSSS
# SENP6 block = blocks the human protease SENP6; Recombinant SENP6 catalytic domain, aminoluciferin luminescence; 330,000 compounds, 1.8% hits; inhibition, % at 10 µM;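 active = inhibition above about 50% at the single tested dose, limit read from the data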;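 also: plate controls were DMSO wells with enzyme for no effect and DMSO wells lacking enzyme for full effect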
# Target sequence (Q9GZR1 628-1112 limits assumed): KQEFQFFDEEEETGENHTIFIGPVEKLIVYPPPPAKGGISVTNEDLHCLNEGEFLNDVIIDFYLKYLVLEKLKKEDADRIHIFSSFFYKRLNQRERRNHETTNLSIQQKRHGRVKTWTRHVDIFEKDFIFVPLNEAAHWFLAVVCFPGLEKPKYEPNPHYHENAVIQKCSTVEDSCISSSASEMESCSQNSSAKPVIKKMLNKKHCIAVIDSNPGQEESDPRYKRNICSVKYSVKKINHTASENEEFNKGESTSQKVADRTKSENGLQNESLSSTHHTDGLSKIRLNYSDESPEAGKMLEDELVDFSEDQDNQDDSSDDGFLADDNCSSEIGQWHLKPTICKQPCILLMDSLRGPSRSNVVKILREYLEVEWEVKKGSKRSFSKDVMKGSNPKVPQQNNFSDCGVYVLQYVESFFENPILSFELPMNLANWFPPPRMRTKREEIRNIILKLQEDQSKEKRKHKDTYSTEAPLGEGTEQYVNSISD
# Apaf1 inhib = human Apaf-1 inhibition. O14727. reconstituted apoptosome caspase-3 activity, DEVD-Rh110 fluorescence. inhibition, % at 20 µM. 330,000 compounds, 0.71% hits. AID 489030; active = inhibition of at least 40% at 20 µM;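 also: plate controls were DMSO wells for no effect and DEVD-CHO caspase inhibitor wells for full effect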
#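 Material: reconstituted apoptosome with Apaf-1, cytochrome c, caspase-9, procaspase-3, dATP; medium: pH 7.5 Hepes buffer with CHAPS, BSA, DTT; also added: cytochrome c and DEVD-Rh110 substrate; timing: 30 min plus 50 min, RT; signal: Rh110 fluorescence intensity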
# SENP8 block-2 = SENP8 (human) protease inhibition; Q96LD8; recombinant SENP8, Nedd8 substrate fluorescence; inhibition, % at 20 µM; 360,000 compounds, 0.64% hits; AID 602440; in the data active = inhibition mostly above about 40%, no sharp cut-off; inactive = mostly below about 27%
# * marks the source's active call; other numbers are inactive results; . = not tested or not shown.
SMILES,PfGluPho inh,HKDC1 inh,SENP1 inh,SENP8 block-1,SENP7 block,SENP6 block,Apaf1 inhib,SENP8 block-2
O=C(OCC(=O)N1CCN(C(=O)c2ccco2)CC1)c1cc(-c2ccc(Cl)c(Cl)c2Cl)nc2ccccc12,33,13,0,1,10,-1,31,-12
COCCn1c(SCC(=O)NC2CCCCC2)nnc1-c1ccncc1,-22,-2,1,-9,-13,-5,2,9
O=C(CNC(=O)c1cccs1)Nc1ncccc1O,11,0,-3,-11,-1,-7,-9,1
CCCCn1c(N)nc2ccccc21,-7,-14,1,3,5,-5,-18,19
Cc1cccc(NC(=O)C(=O)NNC(=O)c2ccc(C(C)(C)C)cc2)c1,-54,-5,0,10,-4,-7,15,4
Cc1noc(C)c1COc1ccccc1C(=O)N1CCN(S(=O)(=O)c2ccccc2C#N)CC1,1,-10,1,.,.,.,.,-3
O=c1[nH]c(CN2CCCCC2)nc2c1C1(CCCCC1)Cc1ccccc1-2,-5,-5,1,-2,4,11,-7,11
ClC1(Cl)CC1CSc1nc2ccccc2[nH]1 (stereo not drawn),8,-1,1,-8,-2,-30,-8,4
CC(=O)c1c(C)[nH]c(C(=O)Nc2cc(S(=O)(=O)N3CCCCC3)ccc2C)c1C,7,6,1,6,5,-13,5,-67
COc1ccc(NC(=O)CCN2CC(C)OC(C)C2)c(OC)c1 (stereo not drawn),-3,-4,0,-2,-7,-3,-14,10
CC(C)(C)c1ccc(S(=O)(=O)N2CCNC(=O)C2)cc1,0,-1,1,3,-8,13,-6,3
CN1CCN(C(=O)c2ccccc2NC(=O)c2cccc(Cl)c2)CC1,5,-6,0,-8,8,3,-10,5
COCCN1Cc2cccc(C(=O)Nc3ccc(-c4nc5ccccc5[nH]4)cc3)c2C1=O,-17,-9,0,-10,-4,-10,-2,-168
C[C@H](CO)N1C[C@H](C)[C@@H](CN(C)S(C)(=O)=O)Oc2c(NC(=O)Nc3ccc4c(c3)OCO4)cccc2C1=O,7,-4,1,-19,-8,-11,-11,3
Cc1nc(N)nc(Nc2ccc(Cl)cc2)c1Br,50,1,1,-2,-7,2,-3,-10
O=C(C(=O)N1CC=C(c2ccccc2)CC1)c1c[nH]c2ccccc12,8,-4,8,-11,-3,-2,10,11
COc1ccc(C(=O)N2CCN(c3ccccc3)CC2)cc1S(=O)(=O)N1CCOCC1,5,-5,1,1,6,2,3,5
O=C1C2ON(c3ccccc3)C(c3ccncc3)C2C(=O)N1c1ccccc1 (stereo not drawn),-4,-7,4,-3,13,10,2,8
O=C(O)CCCC1(C(=O)O)CCCC1,6,-2,2,.,.,.,.,7
CCCc1cc(=O)[nH]c(SCc2cccnc2)n1,6,0,1,-8,7,-15,0,18
COC(=O)c1scc(C)c1N/N=C(\C)c1ccc(F)cc1F,10,-3,-4,-6,-4,-13,6,-139
Cc1nn(-c2ccc(Cl)c(Cl)c2Cl)c(=O)c2ccccc12,5,-2,5,6,5,18,8,7
CCC1(C)Cc2ccccc2-c2nc(NN)[nH]c(=O)c21 (stereo not drawn),36,4,2,2,5,0,14,-309
S=c1[nH]nc(Cc2ccc(Cl)cc2)o1,23,-8,1,0,-1,-15,-22,6
Cc1cc([N+](=O)[O-])ccc1NC(=O)CCC(=O)N1CCCC1,-8,-1,3,-3,-11,0,5,10
CCOc1ccc(C(=O)N/N=C/c2c(C)[nH]c(=O)[nH]c2=O)cc1,.,.,.,1,-1,-27,-21,.
COc1ccc(C2C3=C(CCCC3=O)Nc3ccc4ncccc4c32)cc1OC (stereo not drawn),4,5,-30,4,-1,0,2,-402
O=Cc1ccc(OCc2ccc3c(c2)OCO3)cc1,16,-8,-1,62*,71*,77*,0,32
COc1ccc(NC(=O)CSc2nc3c(c(-c4cccs4)c2C#N)CN(C)CC3)cc1OC,43,-1,46,40,23,68*,67*,52*
COCCNC(=O)/C(C#N)=C/c1ccc(N2CCOCC2)o1,3,-2,-26,-4,-4,-20,8,31
S=C(NCC1CCCCC1)Nc1cccnc1,-19,-7,4,4,6,9,5,9
O=C(O)c1ccc(CNC(=O)C23CC4CC(CC(C4)C2)C3)cc1,2,-3,-1,-9,-9,-19,8,10
Cc1csc(NC(CO)c2nc3ccccc3n2CCOCCO)n1 (stereo not drawn),-1,-3,-4,4,-2,0,5,10
COc1ccc(C(=O)Nn2cnnc2)cc1,-4,-8,3,-4,12,2,0,12
O=S(=O)(c1ccc(F)c(Cl)c1)N1CCCC1,-4,8,1,-11,-8,-12,-3,15
Cc1c(=O)n(OCc2ccccn2)c2ccccc2[n+]1[O-],-18,0,1,-12,-7,-7,10,-108
CC1CC(C)CN(CCCNC(=O)CCC(=O)N2CCOc3ccccc32)C1 (stereo not drawn),-14,-6,0,-16,-13,-6,18,1
CC1CCc2c(sc(NC(=O)/C=C/c3cccs3)c2C(=O)O)C1 (stereo not drawn),-3,12,7,16,-3,32,-3,4
O=C(NCc1ccc2c(c1)OCO2)c1ccc(C2SCC(=O)N2Cc2ccco2)cc1 (stereo not drawn),9,13,3,3,8,-1,18,14
Cc1ccc(P(=O)(CC(=O)O)c2ccc(C)cc2)cc1,-5,-2,2,-1,-1,8,-8,10
COc1ccc(C(C(=O)NCC2CCCO2)N(C(=O)Cn2nnc3ccccc32)c2ccc(NC(C)=O)cc2)c(OC)c1 (stereo not drawn),0,-6,2,-1,5,-30,-6,11
CC(=O)c1c(C)[nH]c(C(=O)OCC(=O)c2ccc3c(c2)NC(=O)CO3)c1C,9,-2,1,10,6,-15,-7,-8
CN(CC(=O)Nc1ccccc1Cl)C(=O)CSC(=S)N1CCCC1,16,3,0,-8,-7,-12,0,12
Cc1ccc(CO/N=C/C2=C(Cl)c3ccccc3CC2)cc1,8,-2,1,-8,2,-19,11,5
CCOC(=O)N1CCC2(CC1)C(C#N)=C(N)Oc1c2sc2nc(C)cc(C)c12,25,5,-5,-3,0,-22,27,0

# Part of the list above, as labelled records:
O=C(NCc1ccc2c(c1)OCO2)c1ccc(C2SCC(=O)N2Cc2ccco2)cc1 (stereo not drawn)
  PfGluPho inh: 9	HKDC1 inh: 13	SENP1 inh: 3	SENP8 block-1: 3	SENP7 block: 8	SENP6 block: -1	Apaf1 inhib: 18	SENP8 block-2: 14

Cc1ccc(P(=O)(CC(=O)O)c2ccc(C)cc2)cc1
  PfGluPho inh: -5	HKDC1 inh: -2	SENP1 inh: 2	SENP8 block-1: -1	SENP7 block: -1	SENP6 block: 8	Apaf1 inhib: -8	SENP8 block-2: 10

# Next compounds follow.
SMILES,PfGluPho inh,HKDC1 inh,SENP1 inh,SENP8 block-1,SENP7 block,SENP6 block,Apaf1 inhib,SENP8 block-2
Cc1cc2ccccn2c1C(=O)c1cccc(S(=O)(=O)N2CCOCC2)c1,-12,2,4,-2,-5,-7,-4,15
CNc1oc(-c2ccc(C)cc2)nc1P(=O)(c1ccccc1)c1ccccc1,15,5,-1,-10,-11,-4,26,-17
CCCn1c(SCC(=O)Nc2nc(C)c(C(=O)OC)s2)nnc1C(C)C,-7,-4,0,5,-2,-4,-2,6
COc1ccc(-c2nnn(CC(=O)N(Cc3ccccc3Cl)C(C(=O)NCC3CCCO3)c3ccco3)n2)cc1 (stereo not drawn),-7,-2,-1,0,-4,2,28,9
Cc1cccn2c(=O)c(C=C(C#N)C#N)c(N3CCN(C)CC3)nc12,-4,-4,-41,0,4,-20,0,-279
Cc1ccc(C(C(=O)NC2CCCC2)N(C(=O)c2csnn2)C2CC2)cc1 (stereo not drawn),-7,-1,3,-9,-7,-16,0,16
O=C(Nc1cccc2[nH]ncc12)NS(=O)(=O)c1ccccc1,16,20,-2,1,1,8,5,-28
COCCCNC(=O)c1ccc2c(=O)n(Cc3ccc4c(c3)OCO4)c(=S)[nH]c2c1,3,-2,2,3,7,7,5,14
Cc1cccc2sc(NC(=O)CN3C(=O)NC4(CCCC4)C3=O)nc12,7,-2,2,-10,-13,-13,9,-2
COc1ccc(C(C(=O)NC2CCCC2)N(C(=O)c2ccco2)c2cc3c(cc2C(C)=O)OCO3)cc1 (stereo not drawn),-12,-5,-1,-10,-13,-17,12,1
C=CCc1ccc(OCCCNCc2ccccc2)c(OC)c1,-8,2,1,-4,-1,11,2,17
CC(=O)N[C@@H](Cc1ccc(OC(F)(F)F)cc1)C(=O)O,10,-5,1,2,2,-12,-23,11
COc1ccc(C(=O)Cn2nnc(-c3ccccc3NC(=O)C3CCCCC3)n2)cc1,-6,6,-92,-5,6,-8,23,12
CC(=O)NC(Cc1cccc(F)c1)C(=O)NC1CCN(c2ncccc2[N+](=O)[O-])CC1 (stereo not drawn),-7,-6,0,-14,-1,-8,2,20
Cc1ccc(C)c(OCC(=O)Nc2ccccc2C(=O)N2CCN(C)CC2)c1,-19,3,0,-10,-3,3,10,13
COc1cccc(/C(O)=C2/C(=O)C(=O)N(CCCN3CCOCC3)C2c2ccncc2)c1 (stereo not drawn),5,2,1,0,7,-21,2,10
Cc1ccc(OCCNC(=O)c2ccc(C)cc2)cc1,-6,0,1,-5,2,-4,5,23
CCOC(=O)c1cn(Cc2cccc(C)c2)nn1,-9,-13,3,-1,1,9,-2,4
Cc1ccc2c(Cl)cc(Cl)c(OCc3c(C)noc3C)c2n1,6,-4,2,1,11,-5,0,12
COc1ccc(Cl)cc1-c1nc(N)nc(N(C)C)n1,11,-9,1,-3,-6,-15,5,3
C#CCOc1ccccc1CNc1ccccc1,-5,-4,2,7,-1,17,8,7
COc1ccccc1C1(O)C(=O)Nc2ccccc21 (stereo not drawn),-16,-2,3,-5,8,-9,0,20
N#Cc1cc(-c2ccc(Cl)cc2)cn(Cc2c(Cl)cccc2Cl)c1=O,2,-17,-2,2,4,4,-5,-336
CC(=O)c1c(O)c2ccccc2n(C2CCCCC2)c1=O,-1,-3,-8,-1,8,-2,7,-274
Cn1nnc2cc(C(=O)NCCC3=CCCCC3)ccc21,-5,-2,-1,-12,0,4,-10,13
Cc1ccccc1OCC(=O)OCC(=O)c1ccc(OC(=O)c2ccccc2)cc1,-13,-11,3,2,-9,1,-5,20
S=c1[nH]nc(COc2ccccc2)n1-c1ccccc1,31,-10,0,2,-1,-11,5,7
O=c1c2ccccc2oc2cc(-c3ccc(CN4CCOCC4)cc3)ccc12,13,5,3,12,28,23,28,-2
COC(=O)c1nnn(CC(=O)NC(=O)Nc2ccccc2F)c1C(=O)OC,-12,-3,1,0,10,5,-19,24
O=C(Nc1ccc(Cl)cc1Cl)NC1CCCC1,-6,-7,1,-12,-1,5,1,1
CC(OC(=O)c1cc2sccc2n1C)C(=O)NCc1ccc(F)cc1 (stereo not drawn),2,-5,2,-5,6,-7,2,22
COC(=O)c1ccccc1NC(=O)C1CCCN(c2nnc(-n3cccc3)s2)C1 (stereo not drawn),13,16,-7,2,2,9,13,-75
COc1cc2c(cc1NC(=S)NC(=O)/C=C/c1ccco1)oc1ccccc12,-32,-2,-3,-4,3,1,-3,30

# Looked up above.
# SENP1 inh, Cc1ccccc1OCC(=O)OCC(=O)c1ccc(OC(=O)c2ccccc2)cc1 → 3
# SENP6 block, C#CCOc1ccccc1CNc1ccccc1 → 17
# SENP8 block-2, COc1cc2c(cc1NC(=S)NC(=O)/C=C/c1ccco1)oc1ccccc12 → 30
# Apaf1 inhib, Cc1ccc(OCCNC(=O)c2ccc(C)cc2)cc1 → 5
# SENP6 block, Cc1ccc2c(Cl)cc(Cl)c(OCc3c(C)noc3C)c2n1 → -5
# SENP6 block, COc1ccc(Cl)cc1-c1nc(N)nc(N(C)C)n1 → -15
